Sm TGR inh – qHTS Assay for the Inhibitors of Schistosoma Mansoni Peroxiredoxins; Potency, µM (highest dose often 114 µM), without a hit: at the top dose activity change, negative = inhibition, most hits filed as inhibitors; Schistosoma mansoni thioredoxin glutathione reductase (TGR), Q962Y6; 360,000 tested, 3% active; AID 485364, 2010; purified TGR, DTNB reduction, TNB absorbance 405 nm; note: potency is the fitted concentration of half-maximal effect; nearly all actives have a fitted effect of over 60% in size
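TGR 20 nM + NADPH 100 uM (dispensed conc.), cpd preinc 15 min RT; start with NADPH (500 uM addition) then DTNB (15 mM addition). Kinetic TNB absorbance, 405 nm filter. Four-parameter Hill fit across titration.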
AmpC inh no detg – qHTS Inhibitors of AmpC Beta-Lactamase (assay without detergent); 330,000 tested, 0.52% active; AmpC nitrocefin hydrolysis, absorbance 480 nm, 0.0001% Triton; Potency, µM (top dose mostly 57.1 µM), inactives show top-dose activity change, negative = inhibition, actives largely listed as inhibitors;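 note: potency is the fitted concentration of half-maximal effect; plate controls were no compound for no effect and no enzyme for full effect; nearly all actives have a fitted effect of over 20% in size; some results filed as inactive show a strong effect at the top dose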
Target sequence (P00811 whole entry, looked up): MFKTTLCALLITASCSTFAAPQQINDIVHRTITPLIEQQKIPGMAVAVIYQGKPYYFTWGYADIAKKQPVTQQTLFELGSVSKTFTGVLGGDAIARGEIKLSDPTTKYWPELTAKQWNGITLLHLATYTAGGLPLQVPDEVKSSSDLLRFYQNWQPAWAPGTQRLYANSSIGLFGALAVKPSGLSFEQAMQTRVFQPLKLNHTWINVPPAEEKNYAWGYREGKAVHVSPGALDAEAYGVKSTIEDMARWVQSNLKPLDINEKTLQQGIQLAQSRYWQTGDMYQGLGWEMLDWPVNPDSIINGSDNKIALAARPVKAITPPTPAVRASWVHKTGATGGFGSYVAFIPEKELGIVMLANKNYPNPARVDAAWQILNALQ
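AmpC (5.3 nM in the dispensed reagent) in 20 mM phosphate pH 7.0 with 0.01% (detergent screen) or 0.0001% Triton X-100 was preincubated with compounds for 15 min at room temperature. Nitrocefin was then added from an 800 uM solution, and hydrolysis was followed at 480 nm.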
HCMV antiviral – qHTS Assay for inhibitors of the human cytomegalovirus (HCMV); HFF cells, HCMV-luciferase reporter, 72 h; active compounds read low; activity change, negative = inhibition, % at 57.5 µM; 410,000 tested, 4.5% active; in the data active = activity change below about -60%; inconclusive = no clear call, values can overlap the other calls; inactive = above about -39%
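Two compound doses tested in HFFs infected with HCMV-luciferase, MOI 1 PFU/cell, 72 h at 37C. Lysate luminescence read with OneGlo; data normalized against buffer-only and 10uM Salinomycin inhibitor controls.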
HCV inh – qHTS Assay for Inhibitors of Hepatitis C Virus (HCV) | Huh7.5.1 HCVcc-Cre infection, luciferase reporter, 44 h | AID 651820, 2012 | Potency, µM (titrated, usually from 41.8 µM), inactives show top-dose activity change, negative = inhibition, most hits filed as inhibitors | 340,000 tested, 3.4% active; note: potency is the fitted concentration of half-maximal effect
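Infectious HCVcc-Cre (~0.5 moi) was added to cells just after compound, with cells seeded 4 h earlier at 1,000 per well. Luciferase activity after 44 h culture reported infection; substrate was incubated 15 min at room temperature before reading.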
AmpC inh detg – qHTS Inhibitors of AmpC Beta-Lactamase (assay with detergent); P00811; AmpC hydrolysis of nitrocefin, absorbance 480 nm, 0.01% Triton; Potency, µM (titrated, usually from 114 µM), for the others: top-dose activity change, negative = inhibition, usual class: inhibitors; 370,000 tested, 0.041% active; AID 485294, 2010;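 note: potency is the fitted concentration of half-maximal effect; 0% = no-compound wells and -100% = no-enzyme wells; nearly all actives have a fitted effect of over 25% in size; some results filed as inactive show a strong effect at the top dose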
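20 mM phosphate pH 7.0 + 0.01% (detergent screen) or 0.0001% Triton X-100; 5.3 nM AmpC reagent; cpd preinc 15 min RT; nitrocefin (800 uM stock) to start; A480 q20 s × 4 min; Activity was normalised to no-enzyme and no-compound control wells.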
Giardia FBPA inh – qHTS Assay for Inhibitors of Fructose-1,6-bisphosphate Aldolase from Giardia Lamblia; Potency, µM (doses to about 59.6 µM), inactives show at the highest dose activity, negative = inhibition, usual class: inhibitors; A8B2U2; AID 2451, 2010; purified Giardia FBPA; 290,000 tested, 0.71% active; note: potency is the fitted concentration of half-maximal effect; nearly all actives have a fitted effect of over 55% in size
Target sequence (A8B2U2 whole entry, looked up): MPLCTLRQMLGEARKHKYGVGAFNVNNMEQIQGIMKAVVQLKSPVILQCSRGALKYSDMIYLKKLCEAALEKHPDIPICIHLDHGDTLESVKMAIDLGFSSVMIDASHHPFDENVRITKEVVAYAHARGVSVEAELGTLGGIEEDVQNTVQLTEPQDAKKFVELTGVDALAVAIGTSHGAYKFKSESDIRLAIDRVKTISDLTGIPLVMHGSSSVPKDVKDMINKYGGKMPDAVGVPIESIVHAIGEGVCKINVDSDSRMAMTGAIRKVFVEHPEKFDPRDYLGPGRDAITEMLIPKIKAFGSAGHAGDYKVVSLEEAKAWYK
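40 nM FBPA preincubated 10 min at RT with compound (up to 57.5 uM final), then substrate plus GAPDH/TPI/NAD/arsenate coupling and diaphorase/resazurin added. Fluorescence read after 20 min at RT, 525/598 nm.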
* marks the source's active call; other numbers are inactive results; & = joins results of further samples; [ ] = another dose, or the depositor's remark. Unless noted, calls come from the whole dose curve; as a rule, active = well fitted curve in the direction sought with a large enough effect; inconclusive = small, poorly fitted or top-dose-only effect, or another doubt; inactive = no such curve, though single readings can be large; an effect the other way counts as inactive or inconclusive. Unless noted, % is set by controls: 0 for no effect and ±100 for the full control effect. An unsorted share of the library; 9.9% or so of the library scored in one or more.

Results for CC(=O)c1ccc(N(CC(=O)NC2CCCCC2)C(=O)CNC(=O)c2ccco2)cc1 ?
Sm TGR inh: 2.6%; AmpC inh no detg: 4.4%; HCMV antiviral: 14.0; HCV inh: 11.3%; AmpC inh detg: -3.1%

How did COC(=O)c1ccccc1NC(=O)CN(Cc1ccc(Cl)cc1)S(C)(=O)=O do in these assays?
Sm TGR inh: 9.6%; AmpC inh no detg: 62.8%[activator]; HCMV antiviral: 74.6; HCV inh: 14.7%; AmpC inh detg: -10.5%; Giardia FBPA inh: -7.1%

What do the screens show for `Cc1ccccc1-c1cc(C(=O)NCc2ccc(OC(F)(F)F)cc2)n(CC2CC(c3cccnc3)=NO2)n1` (stereo unspecified)?
AmpC inh no detg: 70.8%[activator]; HCMV antiviral: -2.0; HCV inh: inconclusive

Results for COc1cc(C(=O)Oc2cccc(C=O)c2)cc(OC)c1OC ?
Sm TGR inh: -1.5%; AmpC inh no detg: 12.9%; HCMV antiviral: 32.3; HCV inh: -7.2%; AmpC inh detg: 2.4%; Giardia FBPA inh: 3.8%

How did Cn1c(SCC(=O)NC2CCCCC2)nnc1-c1ccc(N)cc1 do in these assays?
Sm TGR inh: 5.3%; AmpC inh no detg: -8.0%; HCMV antiviral: inconclusive; HCV inh: 6.7%; AmpC inh detg: 0.5%; Giardia FBPA inh: 0.2%

How did CCn1cc2nc(SCC(=O)Nc3ccccc3C(F)(F)F)n(Cc3ccc(C)cc3)c(=O)c2n1 do in these assays?
Sm TGR inh: -13.8%; HCMV antiviral: -12.8; AmpC inh detg: -8.6%

Results for Cc1cc(C)c(NC(=O)CSc2nc3ccc(N4C(=O)c5ccccc5C4=O)cc3s2)c(C)c1 ?
Sm TGR inh: -0.5%; AmpC inh no detg: -23.4%; HCMV antiviral: -15.7; HCV inh: 8.9%; AmpC inh detg: -14.7%; Giardia FBPA inh: -0.1%

How did O=C(Nc1nc2c(s1)CCCC2)c1cc(-c2ccc3c(c2)OCO3)nc2ccccc12 do in these assays?
Sm TGR inh: -2.7%; AmpC inh no detg: -21.4%; HCV inh: inconclusive; AmpC inh detg: -0.8%; Giardia FBPA inh: -7.5%

Results for CC1(C)Cc2cccc(OCC(=O)Nc3cc(C(F)(F)F)ccc3N3CCOCC3)c2O1 ?
Sm TGR inh: -9.7%; AmpC inh no detg: 26.0%; HCMV antiviral: -19.7; HCV inh: 3.0%; AmpC inh detg: -4.9%; Giardia FBPA inh: -9.2%

What do the screens show for `O=C(CSc1ccccc1C(=O)O)c1ccc(Cl)cc1`?
Sm TGR inh: -24.9%; AmpC inh no detg: -21.8%; HCMV antiviral: 57.3; HCV inh: 0.6%; AmpC inh detg: -5.2%; Giardia FBPA inh: 2.9%

How did O=C(CC1N=C2c3ccccc3N=C(SCc3ccc(Cl)cc3)N2C1=O)NC1CCCCC1 (stereo unspecified) do in these assays?
Sm TGR inh: -4.0%; HCMV antiviral: 9.9; AmpC inh detg: 10.4%

What do the screens show for `CCCn1c(N)c(N(CCOC)C(=O)CSCC(=O)Nc2ccc(OC)cc2)c(=O)[nH]c1=O`?
Sm TGR inh: -2.8%; AmpC inh no detg: -14.7%; HCMV antiviral: 1.3; HCV inh: 9.6%; AmpC inh detg: -1.2%

How did CC(C)Oc1cccc(C(=O)C2CCCN(C(=O)c3cc(C4CC4)[nH]n3)C2)c1 (stereo unspecified) do in these assays?
Sm TGR inh: -1.0%; AmpC inh no detg: 32.0%; HCMV antiviral: inconclusive; HCV inh: -28.2%; AmpC inh detg: -5.7%; Giardia FBPA inh: 11.6%

Results for COc1ccc(C(C)=O)cc1COC(=O)c1ccc(S(=O)(=O)N2CCOCC2)cc1 ?
Sm TGR inh: 17.8µM*; AmpC inh no detg: -4.1%; HCMV antiviral: 44.6; HCV inh: inconclusive; AmpC inh detg: -5.8%; Giardia FBPA inh: -0.9%

Results for Cc1nc(C)c(C(=O)N/N=C/c2ccco2)s1 ?
Sm TGR inh: -14.8%; AmpC inh no detg: -29.4%; HCMV antiviral: -33.1; HCV inh: 3.0%; AmpC inh detg: 3.2%; Giardia FBPA inh: -0.3%

Results for COc1ccc(NC(NC(=O)c2cccnc2)C(Cl)(Cl)Cl)cc1 (stereo unspecified) ?
Sm TGR inh: -16.9%; AmpC inh no detg: -11.7%; HCMV antiviral: -85.2*; HCV inh: 13.5%; AmpC inh detg: 9.9%; Giardia FBPA inh: -8.5%

How did CCNc1nc(NCC)n2c(SCC(=O)Nc3ccccc3OC(F)F)nnc2n1 do in these assays?
AmpC inh no detg: -13.7%; HCMV antiviral: -25.2; HCV inh: -19.8%

What do the screens show for `O=C(CN(c1ccc(F)cc1)S(=O)(=O)c1ccc2c(c1)OCCO2)N1CCOCC1`?
Sm TGR inh: 8.4%; AmpC inh no detg: 2.3%; HCMV antiviral: 33.9; HCV inh: 13.3%&-0.3%; AmpC inh detg: inconclusive; Giardia FBPA inh: 2.0%

How did Cc1cccc(OCC(=O)OC2CCN(C)CC2)c1 do in these assays?
Sm TGR inh: -1.5%; AmpC inh no detg: -11.0%; HCMV antiviral: 33.4; HCV inh: 19.1%; AmpC inh detg: -0.8%; Giardia FBPA inh: -15.5%

Results for CC1Cc2ccccc2C(=O)N1 (stereo unspecified) ?
Sm TGR inh: 0.0%; AmpC inh no detg: -11.8%; HCMV antiviral: 2.6; HCV inh: 14.8%; AmpC inh detg: -12.3%; Giardia FBPA inh: 5.8%

Results for CCOc1cc(/C=C2/N=C(C)C(C(=O)OC)=C2O)ccc1O ?
Sm TGR inh: -26.1%; AmpC inh no detg: -36.0%; HCMV antiviral: -39.0; HCV inh: 2.9%; AmpC inh detg: 2.3%; Giardia FBPA inh: -12.6%

What do the screens show for `CCC(C)NC(=O)CN(C1CCCCC1)S(=O)(=O)c1ccc(F)cc1` (stereo unspecified)?
Sm TGR inh: 53.9%[activator]; AmpC inh no detg: 40.0%; HCMV antiviral: -1.5; HCV inh: -13.0%; AmpC inh detg: -8.0%

Results for Nc1cc(OC(=O)c2c(F)cccc2Cl)nn1S(=O)(=O)c1ccccc1 ?
Sm TGR inh: -21.6%; AmpC inh no detg: inconclusive; HCMV antiviral: 24.8; HCV inh: 15.0%; AmpC inh detg: -13.9%; Giardia FBPA inh: 4.3%

What do the screens show for `CC(=O)Cc1nsc(Nc2ccc3c(c2)OCCO3)n1`?
Sm TGR inh: -2.5%; AmpC inh no detg: -35.0%; HCMV antiviral: 78.0; HCV inh: -12.9%; AmpC inh detg: inconclusive; Giardia FBPA inh: 0.6%

Results for Cc1nnc(Nc2ccc(C(=O)N3CCOCC3)cc2)c2ccccc12 ?
Sm TGR inh: 3.9%; AmpC inh no detg: -17.1%; HCMV antiviral: 37.5; HCV inh: 12.7%; AmpC inh detg: -8.4%; Giardia FBPA inh: -0.4%

What do the screens show for `O=C(NNC(=O)c1cccs1)c1ccc(Cl)nc1`?
Sm TGR inh: -3.7%; AmpC inh no detg: -13.4%; HCMV antiviral: 1.7; HCV inh: -4.5%; AmpC inh detg: -15.0%

How did O=C(/C=C/c1cccnc1)c1ccc(NC(=O)c2cccc(Br)c2)cc1 do in these assays?
Sm TGR inh: 3.1%; AmpC inh no detg: -13.1%; HCMV antiviral: 28.0; HCV inh: -13.3%; AmpC inh detg: -4.5%; Giardia FBPA inh: 4.0%

How did CCOC(=O)c1cccc(NC(=O)c2cc3sccc3n2C)c1 do in these assays?
Sm TGR inh: -0.5%; AmpC inh no detg: -26.7%; HCMV antiviral: 109.4; HCV inh: 3.16µM*; AmpC inh detg: -2.5%; Giardia FBPA inh: -21.0%

What do the screens show for `O=C(Nc1ccc(Cl)cc1)C1CCCN(C2=NS(=O)(=O)c3ccccc32)C1` (stereo unspecified)?
Sm TGR inh: 4.5%; AmpC inh no detg: -4.9%; HCMV antiviral: -21.7; HCV inh: -15.5%; AmpC inh detg: 5.0%

What do the screens show for `COc1cc(C(=O)NCc2nnc(SCC(=O)Nc3nc4ccc(C)cc4s3)o2)cc(OC)c1OC`?
Sm TGR inh: -10.9%; AmpC inh no detg: -24.6%; HCMV antiviral: 62.0; HCV inh: -5.4%; AmpC inh detg: -4.6%; Giardia FBPA inh: 13.4%

Looked up one by one from the list above, 3 records:
Results for CCOc1cc(/C=C2/N=C(C)C(C(=O)OC)=C2O)ccc1O ?
Sm TGR inh: -26.1%; AmpC inh no detg: -36.0%; HCMV antiviral: -39.0; HCV inh: 2.9%; AmpC inh detg: 2.3%; Giardia FBPA inh: -12.6%

What do the screens show for `CC(=O)Cc1nsc(Nc2ccc3c(c2)OCCO3)n1`?
Sm TGR inh: -2.5%; AmpC inh no detg: -35.0%; HCMV antiviral: 78.0; HCV inh: -12.9%; AmpC inh detg: inconclusive; Giardia FBPA inh: 0.6%

Results for Cc1nc(C)c(C(=O)N/N=C/c2ccco2)s1 ?
Sm TGR inh: -14.8%; AmpC inh no detg: -29.4%; HCMV antiviral: -33.1; HCV inh: 3.0%; AmpC inh detg: 3.2%; Giardia FBPA inh: -0.3%

Next structures follow:
Results for N#Cc1ccc(-c2ccc(C3Nc4ccccc4C(=O)N3O)o2)cc1 (stereo unspecified) ?
Sm TGR inh: 5.01µM*; AmpC inh no detg: -27.1%; HCMV antiviral: 11.9; AmpC inh detg: 7.6%

Results for C#CCOCCOCCOCCNc1nc(N2CCN(C(=O)[C@H](CCCCN)n3cc(CCCC)nn3)CC2)nc(N2CCN(C(=O)[C@H](Cc3ccc(O)cc3)n3cc(CCO)nn3)CC2)n1 ?
Sm TGR inh: 35.5µM*; AmpC inh no detg: 313.9%[activator]; HCV inh: inconclusive; AmpC inh detg: inconclusive; Giardia FBPA inh: 19.8%

Results for COc1ccc(C2CC(=O)c3c([nH]c(C(=O)OCCOc4ccccc4)c3C)C2)cc1OC (stereo unspecified) ?
Sm TGR inh: 0.7%; HCMV antiviral: -5.0; AmpC inh detg: -4.2%

Results for COc1ccccc1C(=O)Nc1ccc(C(=O)c2ccccc2)cc1 ?
AmpC inh no detg: -24.7%; HCMV antiviral: -32.9; HCV inh: -26.3%; AmpC inh detg: 1.7%; Giardia FBPA inh: -25.0%

How did COC(=O)c1cc(NC(=O)CN(c2ccc3c(c2)OCO3)S(C)(=O)=O)ccc1Cl do in these assays?
Sm TGR inh: -2.8%; AmpC inh no detg: -23.0%; HCMV antiviral: -2.5; HCV inh: 1.1%; AmpC inh detg: -5.1%; Giardia FBPA inh: -4.1%

Results for C#CCN(Cc1ccco1)C(=O)c1cc(COc2ccc(F)cc2Cl)on1 ?
Sm TGR inh: -0.3%; AmpC inh no detg: -16.8%; HCMV antiviral: inconclusive; HCV inh: -8.3%; AmpC inh detg: -0.7%; Giardia FBPA inh: inconclusive

Screens deposited in PubChem by National Center for Advancing Translational Sciences (NCATS).
